12-LOX inh: blocks human arachidonate 12S-lipoxygenase; purified 12hLO, xylenol orange hydroperoxide absorbance; Potency, µM (titrated, usually from 108 µM), without a hit: top-dose activity change, negative = inhibition, usual class: inhibitors; actives 1.1% (n = 580,000); AID 1671190; note: potency is the fitted concentration of half-maximal effect; % is set by controls: 0 for no effect and ±100 for the full control effect
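Hydroperoxide product was detected by ferrous iron/xylenol orange as the 573 to 405 nm absorbance ratio. Arachidonic acid at 40 uM (final) was turned over for 30 min at room temperature by 150 nM human 12hLO, pH 7.0 Hepes buffer, after 15 min compound preincubation.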
Glioma ERSR ind: induces the endoplasmic reticulum stress response in human glioma cells; Potency, µM, inactives show at the highest dose activation, hits mostly activators; U87-MG GRP78 promoter luciferase reporter, 16 h; actives 0.02% (n = 420,000); note: potency is the fitted concentration of half-maximal effect; series mostly up to about 76 µM; % of control where 0% means no effect; nearly all actives have a fitted effect of over 35% in size
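Stably transfected U87-MG glioma cells carrying a GRP78-based luciferase sensor; 16 h compound incubation. Luminescence end-point read 10 min after Bright-Glo addition at room temperature.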
D2 ag: D2 dopamine receptor (human) agonism; AID 485358; HEK293 T-REx D2 cells, calcium flux agonist mode; activation, % at 2 µM; actives 0.53% (n = 340,000); P14416;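 active = activation over 3 SD above normal in the single-dose calcium agonist read, cut at about 30% in these data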; note: 0% is about no effect
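Agonism scored from kinetic calcium signal (1 read/sec, 180 s) following compound pin transfer, after a 10 s baseline. Cells: HEK293 Trex line expressing inducible D2 receptor coupled to calcium, dye-loaded after overnight culture at 30 C.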
ERG Ets-DNA blk: ERG Ets/DNA interaction inhibition; P11308; fluorescence polarization, His-ERG Ets domain / labelled DNA; Potency, µM (series often up to 76.9 µM), inactives show at the highest dose FP activity, negative = inhibition, most hits filed as inhibitors; actives 0.028% (n = 370,000); AID 624246; active = well fitted inhibition curve with a large enough effect in the polarisation, with a control signal flat; inconclusive = small, poorly fitted or top-dose-only effect, or effect the other way, or a change in a side signal; inactive = no such curve, though single readings can be large or run the other way; the % refers to the polarisation;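 note: polarization taken with two DNA probes labelled with fluorescein and Texas red; potency is the fitted concentration of half-maximal effect; % of control where 0% means no effect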
Target sequence (P11308 whole entry, looked up, the tested form may be a part): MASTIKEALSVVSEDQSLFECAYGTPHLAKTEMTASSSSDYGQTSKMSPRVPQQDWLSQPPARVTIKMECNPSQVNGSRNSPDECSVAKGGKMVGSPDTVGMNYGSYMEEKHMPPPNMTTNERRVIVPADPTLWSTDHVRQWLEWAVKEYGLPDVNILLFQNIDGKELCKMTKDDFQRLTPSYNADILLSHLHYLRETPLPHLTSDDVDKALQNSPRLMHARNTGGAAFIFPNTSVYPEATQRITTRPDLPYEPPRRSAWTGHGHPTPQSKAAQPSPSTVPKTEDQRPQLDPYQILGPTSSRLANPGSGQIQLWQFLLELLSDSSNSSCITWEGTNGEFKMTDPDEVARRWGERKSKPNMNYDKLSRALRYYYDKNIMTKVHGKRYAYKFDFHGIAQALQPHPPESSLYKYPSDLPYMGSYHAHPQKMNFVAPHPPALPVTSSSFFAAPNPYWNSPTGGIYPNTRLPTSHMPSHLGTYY
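His-tagged ERG Ets domain (1 uM in the protein solution; 300mM KCl, 50mM Tris-HCl, 1mM EDTA, 1mM DTT, pH 7.5) received compound, then a probe mix of 5 nM fluorescein-DNA and 100nM Texas-615-DNA. Fluorescence polarization was read for both dyes.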
D2 antagonist: D2 dopamine receptor (human) antagonism. P14416. actives 2% (n = 340,000). HEK293 TREx D2 cells, calcium flux, dopamine EC80. AID 485344. inhibition, % at 10 µM; in the data active = inhibition above about 30%; note: 0% is about no effect
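Cells plated overnight at 30 C with tetracycline; no-wash calcium dye, 30–90 min RT; 10 s baseline; compound pinned; 180 s read; EC80 dopamine added; another 180 s read.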
Vif-APOBEC3F blk: inhibitors of Vif-A3F interaction; HeLa A3F-eYFP + Vif (tagged APOBEC3F with the HIV-1 protein that degrades it), YFP fluorescence increase; Potency, µM (titrated, usually from 46.1 µM), for the others: at the highest dose activity, negative = active; actives 0.2% (n = 390,000); AID 602313; note: potency is the fitted concentration of half-maximal effect; % of control where 0% means no effect; nearly all actives have a fitted effect of over 65% in size
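HeLa cells stably expressing Vif plus C-terminally eYFP-tagged A3F were seeded, incubated overnight at 37 deg C, dosed with compound, incubated overnight again at 37 deg C. Yellow fluorescence (Ex 488/Em 500-530) reported blocked Vif-mediated A3F-eYFP degradation.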
RGS4 inh: inhibitors of human regulator of G protein signaling 4 | Potency, µM (top dose mostly 114 µM), without a hit: at the top dose activity change, negative = inhibition, actives largely listed as inhibitors | P49798 | AID 504845 | Transcreener GDP fluorescence polarization, RGS4-accelerated GTP hydrolysis | actives 0.039% (n = 390,000); note: potency is the fitted concentration of half-maximal effect; % is set by controls: 0 for no effect and ±100 for the full control effect; nearly all actives have a fitted effect of over 75% in size; some results filed as inactive show a strong effect at the top dose
Target sequence (P49798 whole entry, looked up): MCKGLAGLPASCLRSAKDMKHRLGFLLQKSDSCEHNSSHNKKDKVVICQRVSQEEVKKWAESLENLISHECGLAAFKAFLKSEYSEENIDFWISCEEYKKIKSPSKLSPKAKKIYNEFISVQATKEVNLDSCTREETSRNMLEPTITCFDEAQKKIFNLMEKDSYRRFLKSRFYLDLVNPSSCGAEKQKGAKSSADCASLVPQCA
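MLSMR compounds (23 nl, pin-transferred) preincubated 10 min at room temperature with a 500nM (2x) first reagent, then RGS4 at 900nM (2x) plus Transcreener GDP mix added; fluorescence polarization (620/688 nm) read before and after 90 min at 30 °C.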
LDHA block: blocks human lactate dehydrogenase A; actives 0.15% (n = 480,000); activity change, % (values are at about 110 or 230 µM); purified LDHA, NADH/diaphorase-resazurin fluorescence; stronger effect = lower value; P00338; in the data active = activity change below about -30%; inconclusive = mostly about -25% to -30%;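 note: plate controls were DMSO wells for no effect and wells without enzyme for full effect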
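Human LDH5 (2 nM) was incubated with 0.06 mM NADH and 0.2 mM pyruvate for 5 min at room temperature in Tris pH 7.4. Remaining NADH was coupled through diaphorase/resazurin, and resorufin fluorescence was read at 0 and 20 min.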
Vif-A3G inh: inhibitors of Vif-APOBEC3G interaction. HeLa A3G-eYFP + Vif (tagged APOBEC3G with the HIV-1 protein that degrades it), YFP fluorescence, overnight. AID 602310. Q9HC16. actives 0.076% (n = 410,000). Potency, µM (top dose mostly 46.1 µM), without a hit: top-dose activity, negative = active, usual class: inhibitors;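 note: potency is the fitted concentration of half-maximal effect; % is set by controls: 0 for no effect and ±100 for the full control effect; nearly all actives have a fitted effect of over 60% in size; hits raise eYFP signal because A3G escapes Vif-driven loss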
Target sequence (Q9HC16 whole entry, looked up): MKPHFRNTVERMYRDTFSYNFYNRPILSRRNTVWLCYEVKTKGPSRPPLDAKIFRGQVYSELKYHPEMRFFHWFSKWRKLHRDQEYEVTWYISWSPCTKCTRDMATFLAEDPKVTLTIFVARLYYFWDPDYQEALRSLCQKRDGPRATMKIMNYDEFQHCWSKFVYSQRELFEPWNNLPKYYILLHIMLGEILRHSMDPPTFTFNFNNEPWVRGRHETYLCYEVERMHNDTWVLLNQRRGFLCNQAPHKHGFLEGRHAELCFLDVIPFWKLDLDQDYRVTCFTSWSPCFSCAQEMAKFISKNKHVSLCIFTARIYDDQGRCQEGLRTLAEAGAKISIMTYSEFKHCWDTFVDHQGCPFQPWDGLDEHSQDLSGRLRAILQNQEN
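HeLa cells stably expressing Vif and C-terminally eYFP-tagged A3G, seeded overnight at 37 deg C, then exposed to compound by pintool overnight at 37 deg C. Rise in yellow fluorescence (Ex 488/Em 500-530, Acumen) marks blocked Vif-driven A3G degradation.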
The depositor's hits bear a star; ? = inconclusive; . = not tested or not shown; [ ] = another dose, or the depositor's remark. Unless noted, calls come from the whole dose curve; as a rule, active = well fitted curve in the direction sought with a large enough effect; inconclusive = small, poorly fitted or top-dose-only effect, or another doubt; inactive = no such curve, though single readings can be large; an effect the other way counts as inactive or inconclusive. This is a subset (hit frequency here may not be typical).

Order of values – 12-LOX inh | Glioma ERSR ind | D2 ag | ERG Ets-DNA blk | D2 antagonist | Vif-APOBEC3F blk | RGS4 inh | LDHA block | Vif-A3G inh
1) COc1ccc(Cn2ccnc2)cc1[N+](=O)[O-]
 : 0% | -3% | 1.9 | 2% | -7 | -2% | 11% | -7 | 0%
2) Nc1cc(N2CCCC2)c(Cl)cc1[N+](=O)[O-]
 : -6% | -2% | 0.1 | -10% | -1 | -6% | 15% | 1 | -17%
3) COc1ccc(OC)c(CN2CCN(CC(=O)Nc3ccccc3C(=O)NC3CC3)CC2)c1
 : 0% | -2% | -0.1 | -18% | 15 | 1% | -15% | -10 | -3%
4) CCc1c(C)nc2cc(-c3ccc(OC)c(OC)c3)nn2c1N1CCC(C)CC1
 : -2% | -2% | -0.1 | -6% | 11 | -10% | -2% | 1 | 7%
5) Cc1ccc(S(=O)(=O)N2CCC(C(=O)NNC(=O)c3ccccc3O)CC2)cc1
 : 7% | -3% | 0.0 | -2% | 1 | 1% | 1% | 5 | -7%
6) O=C(COC(=O)c1ccccn1)NNC(=O)c1ccc([N+](=O)[O-])cc1
 : 12% | -1% | 0.5 | 4% | -8 | -4% | 9% | -6 | 4%
7) COc1ccc([C@@H](NC(=O)OC(C)(C)C)C(=O)OC(C)(C)C)cc1
 : 7% | -3% | 0.4 | ? | 11 | -1% | -2% | 2 | -6%
8) COc1cc2c(cc1NC(=O)c1cc(-c3cccnc3)nc3ccc(C)cc13)oc1ccccc12
 : 5% | -1% | -0.2 | 0% | -1 | -14% | 30% | 4 | 2%
9) COc1cccc2c1cc1c(=O)n(CC(=O)NCc3ccco3)nc(C)n12
 : -10% | -2% | 0.5 | -2% | . | 0% | 23% | -9 | 5%
10) Cc1cc(Oc2nc3c(C)cccn3c(=O)c2/C=C(\C#N)S(=O)(=O)c2ccc(Cl)cc2)ccc1Cl
 : -15% | -4% | 1.5 | 3% | -2 | -5% | 3% | -17 | -1%
11) CCNC(=O)CCCN1C(=O)CCn2nc(-c3cccn3C)cc21
 : -27% | -3% | 0.6 | -1% | . | 4% | 7% | -11 | 1%
12) CC1(NC(=O)COc2ccccc2-c2ccccc2)CCS(=O)(=O)C1 (centres undefined)
 : -15% | -4% | . | -7% | . | -4% | 8% | -14 | 1%
13) Cc1cc(C)cc(OCCCCCNCCO)c1
 : 13% | -4% | -0.9 | -6% | -12 | -4% | 20% | -3 | 0%
14) COC(=O)CC(CC(=O)OC)n1cccc1
 : -2% | 2% | . | 13% | . | 14% | -1% | -12 | 3%
15) O=C(Nc1cccc(Cl)c1)O/N=C\c1ccncc1
 : 12% | -4% | . | -2% | . | 4% | -28% | -2 | -5%
16) COc1cccc(C2CC(C(F)(F)F)n3ncc(C(=O)NCC4CCCO4)c3N2)c1 (centres undefined)
 : -6% | 2% | 0.1 | . | -11 | 1% | 25% | -13 | 0%
17) COc1ccccc1NC(=O)Cn1c(=O)n(Cc2ccccc2)c(=O)c2ccccc21
 : -17% | -2% | -0.7 | 4% | . | -29% | 7% | -7 | 0%
18) O=C(Cn1c(SCC(=O)Nc2ccc(F)cc2)nc2ccccc21)NCc1ccc(F)cc1
 : ? | -9% | 2.2 | 2% | . | -4% | 10% | -11 | -7%
19) COc1ccc(-c2nc3sc(CCNC(=O)c4ccc(Br)o4)c(C)n3n2)cc1
 : 0% | -2% | 0.9 | -16% | . | -6% | -17% | 0 | -6%
20) O=c1[nH]c(CN2CCc3ccccc32)nc2scc(-c3cccs3)c12
 : ? | -3% | -0.4 | -3% | -13 | -6% | -17% | 1 | -7%
21) O=C(NCC1CCCO1)c1ccc(NC(=O)C2C3C=CC(C3)C2C(=O)O)cc1 (centres undefined)
 : -3% | -4% | 0.5 | 4% | -19 | -9% | 12% | -3 | -1%
22) Cc1ccc(CSc2nnc(-c3cccc4ccccc34)o2)cc1
 : ? | -1% | . | . | . | 7% | -4% | 2 | 3%
23) CCOc1ccc(NC(=O)CCC(=O)c2ccc(Br)cc2)cc1
 : -66% | -4% | 0.2 | 2% | -5 | -17% | ? | -1 | -1%
24) Cc1ccc2nc(-c3ccccc3)c(NC(=O)c3ccco3)n2c1
 : -21% | -4% | 0.0 | -2% | -10 | . | -1% | 1 | 1%
25) O=C(CCCc1c[nH]c2ccccc12)NCc1ccc2c(c1)OCO2
 : ? | -4% | -1.7 | -10% | -2 | 9% | -10%[11.4 µM] | -1 | 0%
26) CC(=O)N1CCc2ccc(NC(=O)c3c(-c4c(Cl)cccc4Cl)noc3C)cc21
 : 335%[activator] | -3% | 0.5 | -13% | 3 | -18% | 16% | -11 | -4%
27) CC(C)c1nnc(NC(=O)CC23CC4CC(CC(C4)C2)C3)s1
 : 14% | 0% | 4.4 | 0% | 36* | -8% | 10% | -11 | 7%
28) COc1ccc(-n2cnnc2SCC(=O)NC2CC2)cc1
 : 6% | -4% | . | . | . | 4% | . | -10 | 0%
29) CC(C)OCCCNC(=O)c1ccccc1Oc1ccccc1
 : 17% | -2% | 0.5 | -4% | -7 | -6% | -6% | -4 | -1%
30) CCCCN(C(=O)C1CCCC1)c1c(N)n(Cc2ccccc2)c(=O)[nH]c1=O
 : -2% | -2% | . | -9% | . | 2% | -6% | -6 | 1%

Next section; the last 5 above are carried over.
Order of values – 12-LOX inh | Glioma ERSR ind | D2 ag | ERG Ets-DNA blk | D2 antagonist | Vif-APOBEC3F blk | RGS4 inh | LDHA block | Vif-A3G inh
26) CC(=O)N1CCc2ccc(NC(=O)c3c(-c4c(Cl)cccc4Cl)noc3C)cc21
 : 335%[activator] | -3% | 0.5 | -13% | 3 | -18% | 16% | -11 | -4%
27) CC(C)c1nnc(NC(=O)CC23CC4CC(CC(C4)C2)C3)s1
 : 14% | 0% | 4.4 | 0% | 36* | -8% | 10% | -11 | 7%
28) COc1ccc(-n2cnnc2SCC(=O)NC2CC2)cc1
 : 6% | -4% | . | . | . | 4% | . | -10 | 0%
29) CC(C)OCCCNC(=O)c1ccccc1Oc1ccccc1
 : 17% | -2% | 0.5 | -4% | -7 | -6% | -6% | -4 | -1%
30) CCCCN(C(=O)C1CCCC1)c1c(N)n(Cc2ccccc2)c(=O)[nH]c1=O
 : -2% | -2% | . | -9% | . | 2% | -6% | -6 | 1%
31) CC(=O)Nc1ccc(C2(c3ccc(NC(C)=O)cc3)NC(=O)c3ccccc32)cc1
 : -39% | 2% | 1.3 | 11% | -5 | 0% | 19% | -9 | 0%
32) CCCCCOC(=O)NCC(O)c1ccccc1 (centres undefined)
 : -8% | 0% | -1.4 | 3% | 6 | 1% | 7% | -6 | 0%
33) O=C(COc1cc(F)ccc1[N+](=O)[O-])NCC1CCCO1 (centres undefined)
 : 438%[activator] | -3% | . | 1% | . | 3% | -4% | -1 | 7%
34) CCOC(=O)c1ccc(NC(=O)Nc2cccc(OCc3cc(=O)n4ccc(C)cc4n3)c2)cc1
 : -21% | -2% | 1.0 | -3% | . | -1% | 14% | 0 | -2%
35) CC(C)CC(=O)Nc1nnc(S(=O)(=O)N(C)Cc2ccc(Cl)cc2)s1
 : ? | -1% | 2.7 | 0% | . | 0% | 3% | -11 | 0%
36) CCCCCc1c(C)nc(NCc2ccccc2)[nH]c1=O
 : -4% | -4% | 0.5 | -5% | -11 | -4% | 16% | -4 | 1%
37) CC(C)(C)c1ccc(C(O)c2ncc(-c3ccccc3)[nH]2)cc1 (centres undefined)
 : -11% | 7% | . | . | . | . | . | -3 | -4%
38) COc1ccc(Cl)cc1NC(=S)Nc1ccccc1C
 : ? | 0% | 0.9 | 12% | -3 | 0% | ? | -2 | -1%
39) COc1ccc(-c2cn3nc(N4CCCC(C(=O)NCc5ccccc5OC)C4)sc3n2)cc1 (centres undefined)
 : -21% | -2% | -0.3 | 4% | . | 0% | 6% | 4 | -2%
40) COc1ccc(Cl)cc1NC(=O)N(C)CCc1c(C)nn(C)c1C
 : -29% | 0% | 2.2 | 1% | . | 0% | 9% | -4 | -4%
41) COc1cccc(CNc2nc3cc(-c4ccccc4C)sc3c(=O)n2C)c1OC
 : ? | -1% | . | . | . | . | . | -2 | -7%
42) CC(=O)N=c1sc2ccccc2n1C
 : 48%[activator] | -1% | 0.5 | -1% | 2 | 6% | 12% | -5 | 0%

Complete entries, looked up by structure.
Record of `CC(C)(C)c1ccc(C(O)c2ncc(-c3ccccc3)[nH]2)cc1` (centres undefined) : 12-LOX inh = -11%; Glioma ERSR ind = 7%; D2 ag = .; ERG Ets-DNA blk = .; D2 antagonist = .; Vif-APOBEC3F blk = .; RGS4 inh = .; LDHA block = -3; Vif-A3G inh = -4%
Record of `COc1ccc(Cl)cc1NC(=S)Nc1ccccc1C` : 12-LOX inh = ?; Glioma ERSR ind = 0%; D2 ag = 0.9; ERG Ets-DNA blk = 12%; D2 antagonist = -3; Vif-APOBEC3F blk = 0%; RGS4 inh = ?; LDHA block = -2; Vif-A3G inh = -1%

3 compounds from above, limited to 12-LOX inh.
| No. | canonical_smiles | 12-LOX inh |
| --- | --- | --- |
| 32 | CCCCCOC(=O)NCC(O)c1ccccc1 (centres undefined) | -8% |
| 35 | CC(C)CC(=O)Nc1nnc(S(=O)(=O)N(C)Cc2ccc(Cl)cc2)s1 | ? |
| 38 | COc1ccc(Cl)cc1NC(=S)Nc1ccccc1C | ? |

High-throughput results: PubChem, National Center for Advancing Translational Sciences (NCATS)
